Screening results: PubChem BioAssay, several laboratories
RT RNaseH block: blocks HIV-1 RNase H cleavage of RNA/DNA duplex; RT-RNase H RNA/DNA duplex cleavage, fluorescence; actives 1.9% (n = 65,000); inhibition, % at 10 µM; in the data active = inhibition above about 50%
RmlCD inh mix: inhibitors of RmlC and RmlD coupled enzymes | inhibition, % at 5.5 µM | RmlC/RmlD coupled enzyme inhibition, 384-well mixture HTS | AID 1532 | actives 0.39% (n = 110,000); in the data active = inhibition above about 30%, passing the limit was not always enough; inconclusive = no clear call, values can overlap the other calls; also: strong numbers were not always called active
* marks the source's active call; other numbers are inactive results; ? = inconclusive; nt = no result given.

SMILES | RT RNaseH block | RmlCD inh mix
N#CCCN(C(=O)CSc1ccc2c(c1)OCCO2)c1ccccc1 | -17 | -8
CCOC(=O)N1CCN(C(=O)c2oc(=O)c3ccccc3c2-c2ccc(C)cc2)CC1 | -13 | -12
CCCC(=O)Nc1nnc(-c2ccco2)s1 | 13 | 7
CCC1Sc2ccccc2N(CC(=O)NCc2ccc3c(c2)OCO3)C1=O (stereo unspecified) | -21 | nt
CC1CCN(c2cc(N)c(Cl)cc2[N+](=O)[O-])CC1 | nt | 44
Cc1cc(-c2cccs2)n[nH]1 | 3 | -15
O=C(Nc1ccc(S(=O)(=O)NCc2ccco2)cc1)c1ccncc1 | nt | 9
O=[N+]([O-])c1ccc(C2CCCC/C2=N/OCc2ccc(F)cc2)c([N+](=O)[O-])c1 (stereo unspecified) | nt | 3
CCN1CCN(c2c(Cl)cccc2NC(=O)c2ccc3c(c2)OCCO3)CC1 | -6 | 84
CC1CC(C)CN(C(=O)C2CCCN(S(=O)(=O)c3cccc4nonc34)C2)C1 (stereo unspecified) | -4 | 2
CN(c1ccccc1C(=O)Nc1ccccc1C(=O)NCc1ccco1)S(C)(=O)=O | -7 | -8
COc1ccc(C(=O)Nc2ccc3c(c2)nc(CN2CCN(C(C)=O)CC2)n3C)cc1 | nt | 10
CCC(C)NC(=O)C1CCN(S(=O)(=O)c2ccc(OC)cc2)CC1 (stereo unspecified) | nt | 64
O=C(CSc1ncc(C(F)(F)F)cc1Cl)N1CCN(S(=O)(=O)c2ccccc2)CC1 | -33 | -10
Cc1noc(C)c1S(=O)(=O)N(CC(=O)Nc1ccc2c(c1)OCO2)c1ccc(C(C)C)cc1 | -2 | ?
CC1(OC(=O)C2CCCC2)C(=O)C=C2C=C(c3ccsc3)N(Cc3ccccc3)C=C2C1=O (stereo unspecified) | nt | 1
COc1ccc2cc1Oc1ccc(cc1)C[C@H]1c3cc(c(OC)cc3CCN1C)Oc1c(O)c(OC)cc3c1[C@H](C2)N(C)CC3 | nt | -9
COc1ccc(CCNC(=O)CN(c2ccc(C)cc2)S(=O)(=O)c2c(C)noc2C)cc1OC | -20 | -1
CCNC(=O)C1CC(=O)N(c2ccc(Br)cc2)C1 (stereo unspecified) | -12 | 28
CCCOc1ccc(S(=O)(=O)NCCCN2CCOCC2)c2ccccc12 | -8 | -12
Cc1ccc2c(COC(=O)C3=COCCO3)cc(=O)oc2c1 | -2 | -9
COc1ccc(CNc2nc3c(c(=O)[nH]c(=O)n3C)n2Cc2ccccc2C)cc1 | 1 | 8
Cc1ccc(N(NC(=O)C(C)(C)O)C(=O)c2ccccc2)cc1C | nt | -15
O=C(CSc1nc2ccccc2o1)c1cc2ccccc2oc1=O | 3 | 10
COc1ccc(C2/C=C\CN(S(=O)(=O)c3ccc(-c4ccccc4)cc3)CC(=O)N2Cc2ccc(F)cc2)cc1 (stereo unspecified) | nt | 5
Cn1cc[nH]c1=S | -10 | nt
Cc1ccc(OCc2nnc(SCC(=O)N3CCOCC3)n2C)cc1 | 3 | -6
CCCCC(=O)c1c(C)cc(C)[nH]c1=O | -8 | -12
COc1ccc(OC)c(N(CC(=O)Nc2cccnc2)S(C)(=O)=O)c1 | nt | -2
O=C(O)c1cc2nc3c(c(C(F)(F)F)n2n1)CCc1ccccc1-3 | 4 | 15
COc1ccc(-n2c(C)c(C(C)=O)c(C(C)=O)c2C)cc1 | nt | 5
CCOC(=O)c1c(NC(=O)CSc2nnc(C)s2)sc2c1CCC(CC)C2 (stereo unspecified) | nt | -3
Cc1ccc(-c2nn(CC(=O)NCc3ccco3)c(=O)c3ccccc23)cc1 | 20 | nt
COc1ccc(-c2nnc(SCc3ccccn3)n2C)cc1 | nt | 6
COc1cc(/C=C/C(=O)NCCn2c(C)cc3ccccc32)cc(OC)c1OC | nt | -9
CCOC(=O)C(C)Sc1nnc(CNC(=O)c2ccc(OC)cc2)n1C1CCCCC1 (stereo unspecified) | -5 | 6
O=C(CSC1=NCCS1)Nc1ccnc2ccccc12 | -81 | 14
CCC(=O)NCCCCCCNC(=O)CC | nt | 8
O=C(NCCn1ccc2ccccc21)c1ccc(S(=O)(=O)N2CCCCC2)cc1 | -9 | -15
COc1cccc(NC(=O)CSc2nc(C)cs2)c1 | nt | -5
O=C1C(=O)N(c2ccccc2)c2ccccc21 | nt | -10
CC1CCN(C(=O)CNC(=O)c2ccc(Cl)cc2Cl)CC1 | nt | -2
O=C(CN1CCN(S(=O)(=O)c2ccccc2)CC1)NC(=O)NCc1ccccc1 | nt | 1
O=C(NC1CC1)C(=O)c1c(-c2ccccc2)[nH]c2ccccc12 | nt | -11
CC1CCCC(C)N1C(=O)c1cccc2c1-c1ccccc1/C2=N/O (stereo unspecified) | nt | -9
Cc1ccc([N+](=O)[O-])cc1NC(=O)c1ccc(C(C)(C)C)cc1 | nt | -10
Cc1nc2nc(C)c(CCC(=O)N3CCOCC3)c(C)n2n1 | 2 | 8
O=C1C=C(Nc2cccc(Cl)c2)CC(c2ccco2)C1 (stereo unspecified) | nt | -16
CCc1cccc(C)c1NC(=O)CSc1nc2ccccc2n1CC(=O)N(C)C | -10 | -10
S=c1[nH]nc(C2CC2)n1Cc1ccco1 | nt | -6
Cc1ccc(S(=O)(=O)c2nc(-c3ccc(F)cc3)oc2SCC(=O)NCC2CCCO2)cc1 (stereo unspecified) | nt | 97
O=C(NCCc1csc(-c2cccnc2)n1)c1ccccc1 | nt | 11
CC1(C)NC(=O)N(CCCOc2ccc(Br)cc2Cl)C1=O | -20 | -12
CCOC(=O)c1ccccc1NC(=O)CSc1ccccc1 | nt | -10
O=C(NCc1ccc2c(c1)OCO2)c1ccc(CS(=O)(=O)c2cccc(C(F)(F)F)c2)o1 | -2 | nt
CC(C)(CSc1nncn1N)NS(=O)(=O)c1ccc(Cl)cc1 | -1 | 3
O=C(c1cc(-c2ccc(O)cc2)on1)N1CCc2ccccc2C1 | -53 | -4
Cc1nnc(SCC(=O)NCc2cccs2)n1-c1ccccc1 | -12 | 6
COc1ccc(N2CCN(CC(=O)Nc3cc(C)on3)CC2)cc1 | 7 | 7
CC1Cc2nc(SCC(=O)N3CCN(c4ccccc4)CC3)n(CCc3ccccc3)c(=O)c2S1 (stereo unspecified) | nt | 7
Later entries.
SMILES | RT RNaseH block | RmlCD inh mix
Cc1cc(NC(c2cccnc2)c2c(C)[nH]c3ccccc23)no1 (stereo unspecified) | -8 | -21
CCOC(=O)C1=C(C)NC(C)=C(C(=O)OCC)C1c1ccccc1/C=C/C(=O)OC(C)(C)C | nt | -26
CC1CCC(NC(=O)c2ccc3c(c2)S(=O)(=O)c2ccccc2C3=O)CC1 (stereo unspecified) | nt | 9
O=c1[nH][nH]c(C(F)(F)F)c1C=Nc1ccccc1 | nt | ?
CCOC(=O)C1=C(C)NC2=C(C(=O)CCC2)C1c1ccsc1 (stereo unspecified) | -8 | 23
CCc1cccc(C)c1NC(=O)c1ccoc1C | 12 | -12
O=C(c1cccs1)N1CCCc2ccccc21 | -57 | 7
O=C(Oc1ccc2ccccc2c1)c1cncc(Br)c1 | nt | 14
O=c1c2ccccc2nc(SCc2cn3ccsc3n2)n1-c1ccc(F)cc1 | -44 | 10
CC1=Nn2c(nc(-c3ccccc3)c2-c2ccccc2)NC(=O)C1Br (stereo unspecified) | nt | 17
O=C(CCCCCCN1C(=O)c2ccccc2C1=O)Nc1nccs1 | nt | -8
CCOc1ccc(NC(=O)CCN2CCN(S(=O)(=O)c3cc(Cl)ccc3OC)CC2)cc1 | -8 | 4

21 consecutive compounds out of the list so far, for reference:
SMILES | RT RNaseH block | RmlCD inh mix
CCc1cccc(C)c1NC(=O)CSc1nc2ccccc2n1CC(=O)N(C)C | -10 | -10
S=c1[nH]nc(C2CC2)n1Cc1ccco1 | nt | -6
Cc1ccc(S(=O)(=O)c2nc(-c3ccc(F)cc3)oc2SCC(=O)NCC2CCCO2)cc1 (stereo unspecified) | nt | 97
O=C(NCCc1csc(-c2cccnc2)n1)c1ccccc1 | nt | 11
CC1(C)NC(=O)N(CCCOc2ccc(Br)cc2Cl)C1=O | -20 | -12
CCOC(=O)c1ccccc1NC(=O)CSc1ccccc1 | nt | -10
O=C(NCc1ccc2c(c1)OCO2)c1ccc(CS(=O)(=O)c2cccc(C(F)(F)F)c2)o1 | -2 | nt
CC(C)(CSc1nncn1N)NS(=O)(=O)c1ccc(Cl)cc1 | -1 | 3
O=C(c1cc(-c2ccc(O)cc2)on1)N1CCc2ccccc2C1 | -53 | -4
Cc1nnc(SCC(=O)NCc2cccs2)n1-c1ccccc1 | -12 | 6
COc1ccc(N2CCN(CC(=O)Nc3cc(C)on3)CC2)cc1 | 7 | 7
CC1Cc2nc(SCC(=O)N3CCN(c4ccccc4)CC3)n(CCc3ccccc3)c(=O)c2S1 (stereo unspecified) | nt | 7
Cc1cc(NC(c2cccnc2)c2c(C)[nH]c3ccccc23)no1 (stereo unspecified) | -8 | -21
CCOC(=O)C1=C(C)NC(C)=C(C(=O)OCC)C1c1ccccc1/C=C/C(=O)OC(C)(C)C | nt | -26
CC1CCC(NC(=O)c2ccc3c(c2)S(=O)(=O)c2ccccc2C3=O)CC1 (stereo unspecified) | nt | 9
O=c1[nH][nH]c(C(F)(F)F)c1C=Nc1ccccc1 | nt | ?
CCOC(=O)C1=C(C)NC2=C(C(=O)CCC2)C1c1ccsc1 (stereo unspecified) | -8 | 23
CCc1cccc(C)c1NC(=O)c1ccoc1C | 12 | -12
O=C(c1cccs1)N1CCCc2ccccc21 | -57 | 7
O=C(Oc1ccc2ccccc2c1)c1cncc(Br)c1 | nt | 14
O=c1c2ccccc2nc(SCc2cn3ccsc3n2)n1-c1ccc(F)cc1 | -44 | 10

(list continues)
SMILES | RT RNaseH block | RmlCD inh mix
CN(C)C(=O)c1cn(-c2ccccc2)nc1-c1cccs1 | nt | 2
Cn1c(/N=C/c2ccc3c(c2)OCO3)nc2ccccc21 | -28 | -10
CCCC1CC(c2csc(N)n2)CCO1 (stereo unspecified) | -5 | -6
Cc1cc(C)c(C#N)c(SCC(=O)Nc2ccc(S(=O)(=O)Nc3onc(C)c3C)cc2)n1 | -4 | 9
CC1CN(c2oc(Cc3cccc4ccccc34)nc2C#N)CC(C)O1 (stereo unspecified) | -24 | 9
COCC(C)n1c(C)cc(C(=O)CSc2ccc(NC(C)=O)cc2)c1C (stereo unspecified) | nt | -12
Cc1ccccc1NC(=O)/C(=C/c1ccco1)c1ccccc1 | nt | -14
O=C(c1cccs1)N1CCC(c2nc(-c3ccc(S(=O)(=O)N4CCOCC4)cc3)no2)CC1 | 2 | 4
CCOP1(=S)Oc2cc3c(cc2C(C(=O)OC)(C(F)(F)F)O1)OCO3 (stereo unspecified) | -2 | 12
O=C(Nc1cc(C(F)(F)F)ccc1N1CCCCC1)c1cccc([N+](=O)[O-])c1 | nt | -12
O=C(Nc1ccccc1)c1ccc(NCc2ccco2)c(S(=O)(=O)N2CCOCC2)c1 | 1 | -13
C=C(C)c1cccc(C(C)(C)NC(=O)NCC2COCCO2)c1 (stereo unspecified) | -4 | 13
CCOC(=O)Cc1csc(SCc2nc3sc4c(c3c(=O)[nH]2)CCC4)n1 | nt | -5
O=C1c2ccccc2NC(c2ccc3c(c2)OCO3)N1O (stereo unspecified) | -7 | -6
COCCn1c(SCC(=O)Nc2ncc(Cl)c(C)c2Cl)nc2ccccc21 | -26 | -3
COc1ccc(COc2cc(-c3cccc(OC)c3)nc3ccc(NC(=O)c4ccccc4)cc23)cc1 | nt | -14
N#Cc1cc(N)ccc1Sc1ccc(Cl)cc1 | nt | 3
O=C(NCCCn1ccnc1)C(F)(F)C(F)(F)C(=O)NCCCn1ccnc1 | -4 | 62
CCOC(=O)N1CCN(C(=O)c2ccc3nc(N4CCC(C)CC4)sc3c2)CC1 | -14 | -3
COc1c2ccoc2c(OC)c2oc(=O)ccc12 | nt | 3
COc1cc(S(=O)(=O)N2CCOCC2)c(OC)c(S(=O)(=O)N2CCOCC2)c1 | -8 | 14
Cc1ccc(S(=O)(=O)NCc2ccc(C(=O)NCCCN3CCN(C)CC3)cc2)cc1 | -8 | 3
Cc1nc(-c2coc3cc(O)c(C)cc3c2=O)cs1 | nt | 15
CSc1ccc(CN(C)CC(=O)NC(=O)NC(C)(C)C)cc1 | -9 | -4
C=CCOC(=O)C1=C[C@@H](c2ccc(C(F)(F)F)cc2)C[C@@H](OCc2ccc(CO)cc2)O1 | nt | -23
COc1cc(/C=c2\sc3n(c2=O)CCCN=3)ccc1O | nt | 2
Nc1nncn1C(=O)CCCN1C(=O)c2ccccc2C1=O | -8 | 9
O=S(=O)(Nc1ccn(-c2ccccc2)n1)c1ccc(Br)cc1 | -1 | -11
O=C(O)C1=CCCNC1 | nt | 13
COc1ccc(NC(=O)c2ncn[nH]2)cc1 | nt | 13
O=C1C(Cc2ccccc2)C(c2ccccc2)N1c1ccccc1 (stereo unspecified) | nt | -9
COc1ccc(S(=O)(=O)N(C(=O)C(C)C)c2ccc3oc(=O)sc3c2)cc1 | nt | 6
Cn1c(N)c(C(=O)CNC2CCCCC2)c(=O)n(C)c1=O | nt | 3
COc1ccc(C2C(C(=O)Nc3cccc(C)n3)c3ccccc3C(=O)N2C)cc1OC (stereo unspecified) | -5 | 0
CSc1nc2sc3c(c2c(=O)[nH]1)CCC(C)C3 (stereo unspecified) | 16 | 9
CN(Cc1ccccc1)Cc1ccccc1OC(=O)N(C)C | -29 | 14
CCC(=O)Nc1sc(C(=O)N2CCCCC2)c(C)c1C#N | 1 | -12
CCOC(=O)CCCNC(=O)COC(=O)c1cc2ccccc2cc1O | nt | -7
OC(CN1c2ccccc2Sc2ccccc21)Cn1nnc2ccccc21 (stereo unspecified) | -59 | 9
CCCCNS(=O)(=O)c1ccc(S(=O)(=O)NCc2ccncc2)cc1 | nt | -6
COC(=O)c1cc(OC)c(OC)cc1NC(=O)c1oc2ccccc2c1C | -11 | nt
CCc1ccc(NC(=S)NC2CC3CCCC(C2)N3Cc2cccs2)cc1 (stereo unspecified) | nt | 12
Cc1[nH]nc2c1C(c1ccc(F)cc1)C1=C(CC(C)(C)CC1=O)N2 (stereo unspecified) | -1 | 1

This is a subset; the hit share may differ from the screen's.
